DDE Tn6 FP inh – DD(E)-Tn6 binding inhibition, primary FP screen. inhibition, % at 8.3 µM. hit rate 0.21% among 370,000. Fibrin DD(E) TRITC-Tn6 fluorescence polarization displacement. P02675;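 active = inhibition above a per-campaign cutoff: mean of compounds within control limits plus 3 SD, cut at about 15% in these data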;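 note: 0% = median of all compound wells on the plate and 100% = blocking peptide control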
Tn7 DDE FP – DD(E)-Tn7 binding inhibition, primary FP screen; P02675; inhibition, % at 8.3 µM; FP displacement of FITC-Tn7 peptide from fibrin DD(E); 0% = median of compound wells per plate; hit rate 0.13% among 370,000;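 active = inhibition above the mean of compounds falling within the control limits plus 3 SD of them, cut at about 14% in these data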;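 note: 0% = plate median of compound wells and 100% = 10 µM Aha-Tn7 peptide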
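assay system = human clot-derived fibrin DD(E) complex | quantity = Fibrin-DD(E) at 2 µM final | timing = 10 min preincubation, 3 h with tracer, room temperature | signal = fluorescence polarization | measure = percent inhibition | benchmarks = high control wells with 10 µM unlabelled Aha-Tn7 peptide (full inhibition) | replicates = singlicate testing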
Rev-erbA mod – Rev-erb alpha (human) modulation. Rev-erbα–FITC-DNA binding, fluorescence polarization, 90 min. activity, % at 10 µM. hit rate 0.79% among 370,000. AID 1259318;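 active = activity above about 14%, limit read from the data; passing the limit was not always enough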;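 note: 0% = DMSO wells with 35 nM protein and 100% = DMSO wells with 750 nM protein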
Target sequence (P20393 whole entry, looked up): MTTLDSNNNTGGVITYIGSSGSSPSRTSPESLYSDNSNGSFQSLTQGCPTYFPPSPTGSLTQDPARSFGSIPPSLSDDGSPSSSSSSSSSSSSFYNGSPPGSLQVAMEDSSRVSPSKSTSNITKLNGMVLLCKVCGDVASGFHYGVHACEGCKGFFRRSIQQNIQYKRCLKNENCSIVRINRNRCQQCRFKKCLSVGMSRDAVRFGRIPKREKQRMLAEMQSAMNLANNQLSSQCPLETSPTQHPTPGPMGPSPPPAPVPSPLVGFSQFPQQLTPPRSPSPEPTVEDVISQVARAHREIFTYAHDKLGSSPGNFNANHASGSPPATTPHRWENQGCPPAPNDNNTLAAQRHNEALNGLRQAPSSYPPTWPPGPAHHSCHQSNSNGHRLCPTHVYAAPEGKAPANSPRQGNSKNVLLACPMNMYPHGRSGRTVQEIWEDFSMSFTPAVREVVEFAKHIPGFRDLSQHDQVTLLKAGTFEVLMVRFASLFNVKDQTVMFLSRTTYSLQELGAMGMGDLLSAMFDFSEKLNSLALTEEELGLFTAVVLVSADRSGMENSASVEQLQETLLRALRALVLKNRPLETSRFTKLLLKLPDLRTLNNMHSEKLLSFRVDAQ
UHRF1 binding – human UHRF1 methylated DNA binding inhibitors. Q96T88. UHRF1 binding to methylated oligo, TR-FRET. inhibition, % at 4.4 µM. hit rate 0.75% among 370,000. AID 687016; in the data active = inhibition above about 21%;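 note: UHRF1 SRA domain binding a hemimethylated CpG hairpin DNA probe; 0% = median of test compound wells and 100% = reference inhibitor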
ASAP1 GAP inh – ASAP1 ArfGAP inhibition | Q9ULH1 | ASAP1-stimulated ARF1 GTP hydrolysis, GDP FP detection | inhibition, % at 16.5 µM | hit rate 0.19% among 360,000 | AID 624377; in the data active = inhibition above about 25%;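 note: 0% = vehicle with enzyme and substrate and 100% = no enzyme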
sPLA2-III inh – Blocks human group III sPLA2 activity | Q9NZ20 | inhibition, % at 12.2 µM | hit rate 0.56% among 370,000 | QFRET BODIPY PC-A2 liposome hydrolysis, fluorescence | AID 743126;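 active = inhibition above mean plus 3 SD of compounds lying within the high and low control bounds, cut at about 19% in these data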;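 note: 0% = median of test compound wells and 100% = no enzyme DMSO wells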
proKLK7 act – activators of human kallikrein-7 zymogen | P49862 | purified proKLK7, EDANS-DABCYL substrate fluorescence; 100% is mature enzyme control, 0% vehicle | activation, % at 7 µM | hit rate 0.9% among 370,000 | AID 652039;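 active = activation above the mean of all tested compounds plus 3 SD, computed per campaign excluding outliers beyond control limits, cut at about 13% in these data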
Target sequence (P49862 whole entry, looked up): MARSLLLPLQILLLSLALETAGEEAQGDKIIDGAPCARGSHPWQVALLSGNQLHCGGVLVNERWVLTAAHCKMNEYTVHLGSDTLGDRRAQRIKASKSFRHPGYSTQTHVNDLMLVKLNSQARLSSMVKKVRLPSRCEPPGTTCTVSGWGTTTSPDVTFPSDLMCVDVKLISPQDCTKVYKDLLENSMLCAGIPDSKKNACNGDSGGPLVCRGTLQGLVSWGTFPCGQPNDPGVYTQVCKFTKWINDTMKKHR
ARFGAP1 inhibitor – rat ARFGAP1 inhibition; AID 651572; Arfgap1-stimulated ARF1 GTP hydrolysis, GDP FP detection; hit rate 0.26% among 360,000; inhibition, % at 16.5 µM;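 active = inhibition above a per-plate limit, mean inhibition of low control wells plus 3 SD, cut at about 25% in these data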;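 note: 0% = DMSO wells with enzyme and 100% = wells lacking Arfgap1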
Target sequence (Q62848 1-136 limits assumed): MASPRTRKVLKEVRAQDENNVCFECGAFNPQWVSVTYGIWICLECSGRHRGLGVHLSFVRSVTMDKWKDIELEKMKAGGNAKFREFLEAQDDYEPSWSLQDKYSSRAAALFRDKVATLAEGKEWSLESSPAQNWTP
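Material: rat Arfgap1 GAP domain (His6, aa 1-136), purified enzyme. Also added: human ARF1(Δ1-17)-GTP substrate. Compound dosing: 16.5 µM single point, 1.26% DMSO. Timing: enzyme reaction 120 min at 25 °C after 20 min preincubation. Signal: GDP detection by fluorescence polarization. Read-out basis: percent inhibition of GAP-stimulated GDP formation, scaled between DMSO and no-Arfgap1 medians.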
PLC-beta3 inh – inhibitors of human phospholipase C beta3 | Q01970 | Purified PLC-beta3, fluorogenic substrate, fluorescence | inhibition, % at 12.2 µM | hit rate 0.18% among 370,000; in the data active = inhibition above about 11%;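 note: 0% = median of compound wells on plate and 100% = full blocker control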
PLC-gamma1 inh – inhibitors of human phospholipase C gamma1; P19174; purified PLC-gamma1, fluorogenic substrate, fluorescence; inhibition, % at 12.2 µM; hit rate 0.84% among 370,000; AID 720700; in the data active = inhibition above about 9.5%
Starred values were filed as active, the others as inactive; i = inactive; & = joins results of further samples.

SMILES	DDE Tn6 FP inh	Tn7 DDE FP	Rev-erbA mod	UHRF1 binding	ASAP1 GAP inh	sPLA2-III inh	proKLK7 act	ARFGAP1 inhibitor	PLC-beta3 inh	PLC-gamma1 inh
Cc1cc(C)nc(NC(=O)CSc2nn(C)c(=S)s2)n1	-3	0	3	12	-19	-2	-0.5	9	-3	-3
Cc1cccc(C)c1OC(=O)CCN1C(=O)C2C3C=CC(C4CC34)C2C1=O (stereo not drawn)	5	-3	1	0	-8	-7	0.5	6	1	0
COc1cccc(NC(=O)NCc2ccccc2F)c1	1	3	-5	0	13	-1	0.7	-2	0	2
O=C(Cc1cccc2ccccc12)N/N=C/C=C/c1cccc([N+](=O)[O-])c1	-6	7	4	0	8	0	-0.5	-3	-1	0
O=[N+]([O-])c1ccc2c(c1)N([O-])C1(CCCCC1)[N+]2=O	5	2	-2	-2	-8	-1	-0.2	7	-8	2
O=C(COC(=O)c1ccc2c(c1)OCO2)Nc1ccccc1F	-1	-5	1	0	4	1	0.0	16	-5	1
N#C/C(=C\c1cccnc1)C(=O)Nc1ccccc1[N+](=O)[O-]	-2	2	-11	1	-11	2	2.1	-2	-21	-10
CCc1nnc(NC(=O)CSc2nnc(COc3ccccc3)n2Cc2ccccc2)s1	-1	-2	-1	-1	-6	-1	0.4	1	0	1
COc1ccc(C(=O)NCC(=O)OCC(=O)NC(=O)c2ccc(C(C)(C)C)cc2)cc1OC	1	5	-3	2	-1	10	-0.3	5	-10	6
COc1ccc(C2CCCN2C(=S)Nc2ccc(C)cc2C)cc1OC (stereo not drawn)	6	3	0	0	4	9	-0.4	-6	1	2
CC1CCN(c2ccc3c(c2)S(=O)(=O)c2cccc(C(=O)NC4CCCCC4)c2C3=O)CC1	-7	3	2	-4	0	3	-0.5	13	-52	-39
CC1(C(=O)NS(=O)(=O)c2ccc(Cl)s2)CCN1C(=O)C1(c2ccc(Cl)cc2)CCC1 (stereo not drawn)	-2	-2	-8	-2	-3	-34	-0.2	-9	0	-3
COc1cc(/C=C2\C(=N)N3N=CSC3=NC2=O)ccc1OS(=O)(=O)c1ccccc1[N+](=O)[O-]	3	1	-1	-1	-8	-18	-0.8	-7	-24	-9
COc1cc(OC)cc(-c2nc(-c3ccccc3OC)no2)c1	-4	3	9	2	9	1	0.0	2	1	-1
O=C(NC1CCCCC1)C(CCc1ccccc1)N1CCOCC1 (stereo not drawn)	-5	-6	-6	1	-5	2	-0.4	-3	0	0
N#CCOc1ccccc1CNC[C@H]1O[C@@H](n2cnc3c(=O)[nH]c(N)nc32)[C@H](O)[C@@H]1O	-9	2	-1	5	0	15	-0.8	0	2	6
Cc1ccccc1NC(NC(=O)c1cccs1)C(Cl)(Cl)Cl (stereo not drawn)	3	5	3	1	16	-4	-0.1	-4	-2	1
CCN1CCN(C(=O)CN(C)S(=O)(=O)c2ccc3ccccc3c2)CC1	0	-4	-2	-4	-5	-2	0.7	2	2	0
CC[C@@]1(O)C(=O)OCc2c1cc1n(c2=O)Cc2cc3c(CN(C)C)c(O)ccc3nc2-1	10	30*	16	-18	24	-80	60*	25*	i	i
CCOC(=O)c1c(CN2CCCCC2)n(C)c2cc(Br)c(O)cc12	2	5	-2	3	-3	-55	-0.6	-1	-18	-13
Cn1cc(Br)c(-c2cccc(NC(=O)CCCC(=O)O)c2)n1	-1	6	1	0	4	5	-0.7	0	-4	3
Cc1ccc(S(=O)(=O)NC(=O)Nc2ncc3c(n2)CC(c2ccco2)CC3=O)cc1 (stereo not drawn)	0	-1	4	0	9	1	-0.3	2	-2	0
COC(=O)c1ccccc1NC(=O)CSc1nnc(-c2ccncc2)o1	13	3	-6	-1	-6	3	0.5	-8	0	1
O=C(CCl)Nc1ncc(S(=O)(=O)c2ccc([N+](=O)[O-])cc2)s1	2	5	-6	2	-1	-2	-0.4	-3	-3	5
O=C(Cc1n[nH]c(=O)[nH]c1=O)N/N=C/c1ccccc1O	-1	-2	2	0	2	5	-2.9	-2	1	0
Later entries.
SMILES	DDE Tn6 FP inh	Tn7 DDE FP	Rev-erbA mod	UHRF1 binding	ASAP1 GAP inh	sPLA2-III inh	proKLK7 act	ARFGAP1 inhibitor	PLC-beta3 inh	PLC-gamma1 inh
Cc1ccccc1CN1C2=NCCCN2c2ccccc21	3	3	3	1	7	5	0.1	3	-1	1
O=C(COc1ccccc1Br)NCCc1nc2ccccc2[nH]1	-4	-2	-2	7	6	-10	-0.2	11	5	7
C/C(=C\C(=O)c1ccc(Cl)cc1)NCc1ccc2c(c1)OCO2	-2	-3	4	1	-10	-13	-0.6	-8	-5	-5
CC(=O)NC(c1ccccc1)c1nc(-c2cc3ccccc3o2)cs1 (stereo not drawn)	3	-1	-4	-2	4	-3	0.0	-5	-5	1
CCC(=O)Oc1ccc2c(C)cc(=O)oc2c1C(=O)CC	1	-7	-2	-3	12	-3	7.3	-6	-31	-29
CCOC(=O)c1c(-c2ccc(OC)cc2)csc1/N=C/C1C(=O)CCCC1=O	-6	-9	2	-1	12	-1	-0.2	-3	-8	-5
COc1cc2c(cc1OC)CN(C(=O)CCN1C(=O)C3CCCCC3C1=O)CC2 (stereo not drawn)	-3	-8	-1	-3	-9	1	0.5	3	-1	1
CCOC(=O)Nc1ccc2c(c1)N(C(=O)OCCN(C)C)c1ccccc1CC2	0&-4	-2&-3	-3&-4	0&-1	6&-18	-6&-14	0.4&-1.0	0&-4	-30&-1	-26&1
O=C(Cc1ccc(S(=O)(=O)N2CCOCC2)s1)OCc1ccc(Cl)cc1	-3	13	0	-2	-5	-48	-0.1	6	-9	-6
Nc1c(S(=O)(=O)c2cc(Cl)ccc2Cl)c2nc3ccccc3nc2n1CCN1CCOCC1	-6	3	9	15	-4	-4	-0.1	-15	-14	-10
COc1ccc(OCC(=O)Nc2ccc(S(=O)(=O)N3CCCCCC3)cc2)cc1	7	12	-4	0	-8	-8	-0.9	0	-3	-1
CC(=NNc1ccc([N+](=O)[O-])cn1)c1ccccc1	0	2	-10	-1	0	-2	0.7	10	0	-4
CCCOC(=O)C1=C(C)NC2=C(C(=O)CCC2)C1c1cc(OC)ccc1OC (stereo not drawn)	2	1	0	0	4	7	-0.3	20	-39	-22
Cc1cc(C(=O)NN=Cc2ccc(OC(=O)c3ccco3)cc2)c(C)o1	11	4	2	-5	-6	-14	0.4	-5	-1	2
CC(C)NC(=O)c1onc(CSc2ccc(Cl)cc2)c1C(=O)NC(C)C	3	9	1	-1	16	1	-0.2	0	0	1
Cc1ccc(N2C(=O)SC(Cc3ccccc3)C2=O)cc1 (stereo not drawn)	6	2	2	1	-3	-29	0.3	7	-4	2
CC(=O)C[C@@H](O)CC(=O)[C@@H]1OC(=O)CCCCC/C=C/Cc2ccccc21	3	0	-1	2	-9	-2	0.1	-4	-2	1
Cc1cc(O)c(C(C)C)cc1N=Cc1ccccc1O	-1	0	1	-1	3	6	-0.1	-16	-10	0
COc1cccc(NC(=O)C2CC(=O)n3cnnc3S2)c1 (stereo not drawn)	-6	-2	0	-1	-4	-2	-0.4	-4	6	2
CCc1nc2c(OCC(=O)C(C)(C)C)cccn2c1N(C)C(=O)c1ccc(C)cc1	8	-6	-1	-2	-2	2	0.1	-4	4	-1
COC(=O)c1c(-c2cccs2)csc1NC(=O)c1cccnc1	-6	-4	12	2	-12	6	0.3	-9	-87	-70
S=C(NCCc1ccccn1)Nc1ccccc1	7	0	1	1	-5	1	0.4	-11	-3	-2
COc1ccc(-c2noc(COc3ccc(C)c(C)c3)n2)cc1OC	-4	3	-2	4	2	-10	1.3	8	-2	4
CN(C)CC#Cc1cncc(C(=O)NNC(=O)Nc2ccc(Cl)cc2)c1	-8	-1	3	-5	-1	-16	-0.6	-13	1	-2
NC(=O)CSc1ccc(S(=O)(=O)N2CCCCC2)cn1	0	-1	-3	-4	-2	0	-1.4	-5	-29	-16
C=C(C)COc1ccc2c(C)c(CCC(=O)NC3CC3)c(=O)oc2c1	-1	5	-1	1	1	3	5.7	-5	-231	-149
CCOC(=O)C1CCCN(Cc2nc3ccc([N+](=O)[O-])cc3c(=O)n2-c2ccc(OC)cc2OC)C1 (stereo not drawn)	-2	2	-2	0	0	-1	1.0	-8	-8	0
O=C(/C=C/c1ccco1)NCc1ccco1	-3	-9	5	-2	4	-5	0.4	-9	-2	2
Cc1ccnc(NS(=O)(=O)c2cccs2)c1	4	-4	3	-2	-7	5	0.2	7	-2	-2
CN(C)S(=O)(=O)c1cc(C(=O)O)c(NC2CCCCC2)cc1Cl	-3	-5	3	-2	8	-34	0.2	5	-7	2

Arranged by formula weight (high to low): some entries from above
SMILES	DDE Tn6 FP inh	Tn7 DDE FP	Rev-erbA mod	UHRF1 binding	ASAP1 GAP inh	sPLA2-III inh	proKLK7 act	ARFGAP1 inhibitor	PLC-beta3 inh	PLC-gamma1 inh
Nc1c(S(=O)(=O)c2cc(Cl)ccc2Cl)c2nc3ccccc3nc2n1CCN1CCOCC1	-6	3	9	15	-4	-4	-0.1	-15	-14	-10
COc1ccc(OCC(=O)Nc2ccc(S(=O)(=O)N3CCCCCC3)cc2)cc1	7	12	-4	0	-8	-8	-0.9	0	-3	-1
O=C(Cc1ccc(S(=O)(=O)N2CCOCC2)s1)OCc1ccc(Cl)cc1	-3	13	0	-2	-5	-48	-0.1	6	-9	-6
COc1cc2c(cc1OC)CN(C(=O)CCN1C(=O)C3CCCCC3C1=O)CC2 (stereo not drawn)	-3	-8	-1	-3	-9	1	0.5	3	-1	1
CCOC(=O)c1c(-c2ccc(OC)cc2)csc1/N=C/C1C(=O)CCCC1=O	-6	-9	2	-1	12	-1	-0.2	-3	-8	-5
CC(C)NC(=O)c1onc(CSc2ccc(Cl)cc2)c1C(=O)NC(C)C	3	9	1	-1	16	1	-0.2	0	0	1
O=C(COc1ccccc1Br)NCCc1nc2ccccc2[nH]1	-4	-2	-2	7	6	-10	-0.2	11	5	7
CC(=O)C[C@@H](O)CC(=O)[C@@H]1OC(=O)CCCCC/C=C/Cc2ccccc21	3	0	-1	2	-9	-2	0.1	-4	-2	1
Cc1ccc(N2C(=O)SC(Cc3ccccc3)C2=O)cc1 (stereo not drawn)	6	2	2	1	-3	-29	0.3	7	-4	2
S=C(NCCc1ccccn1)Nc1ccccc1	7	0	1	1	-5	1	0.4	-11	-3	-2
Cc1ccnc(NS(=O)(=O)c2cccs2)c1	4	-4	3	-2	-7	5	0.2	7	-2	-2

From PubChem
